# Compound activity: PubChem BioAssay, Fisher Drug Discovery Resource Center
# mcGAS MS inh – blocks mouse cGAS cGAMP production | Q8C6L5 | recombinant mouse cGAS, cGAMP by RapidFire MS | inhibition, % at 12.5 µM | 130,000 compounds, 0.18% hits;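 active = inhibition of cGAS enzyme activity at or above 60%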;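 also: enzyme stimulated by 45 bp dsDNA with ATP and GTP substrates; cGAMP share of summed cGAMP plus half ATP and half GTP signals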
# Target sequence (Q8C6L5 whole entry, looked up): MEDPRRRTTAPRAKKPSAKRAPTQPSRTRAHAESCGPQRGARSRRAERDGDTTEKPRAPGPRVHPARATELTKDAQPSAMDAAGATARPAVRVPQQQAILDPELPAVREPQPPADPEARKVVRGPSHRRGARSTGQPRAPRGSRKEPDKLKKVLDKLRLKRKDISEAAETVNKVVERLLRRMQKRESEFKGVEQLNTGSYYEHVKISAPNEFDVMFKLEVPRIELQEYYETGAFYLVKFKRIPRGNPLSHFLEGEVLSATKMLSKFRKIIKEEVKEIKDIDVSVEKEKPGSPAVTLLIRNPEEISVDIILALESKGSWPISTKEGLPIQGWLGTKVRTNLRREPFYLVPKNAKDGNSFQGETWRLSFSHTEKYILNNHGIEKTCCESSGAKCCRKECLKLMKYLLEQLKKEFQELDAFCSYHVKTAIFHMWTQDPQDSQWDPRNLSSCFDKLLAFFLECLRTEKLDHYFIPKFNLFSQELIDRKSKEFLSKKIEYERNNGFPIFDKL
# Active calls of the source: *; & = joins results of further samples. The list is partial, so the mix of outcomes need not match the whole.
SMILES | mcGAS MS inh
FC(F)(F)c1nc(N2CCN(Cc3ccc(Cl)s3)CC2)c2ccccc2n1 | -11.3
Cc1nc(C)c(NC(=O)C(C)Cc2c(C)nn(C)c2C)s1 (stereo unspecified) | 0.9
COc1ccc(NC2=C(Sc3ccc(N)cc3)C(=O)N(C(C)C)C2=O)cc1 | 1.1
CCOc1ccc(OCCOc2ccc(Cl)cc2)cc1 | 3.3
Cn1c(=O)c2c(nc3n2CC(c2ccc(F)cc2)=NN3CCN2CCCCC2)n(C)c1=O | -11.3
CSc1ccc(CN2C(=O)C(C)ON=C2c2ccccc2F)cc1 (stereo unspecified) | 25.1
Cc1nc(C(C)NC(=O)Cn2c(C3CC3)nc3ccccc32)n[nH]1 (stereo unspecified) | -42.1
Cc1cccc(-c2cn(Cc3ccccc3C(F)(F)F)nn2)n1 | -11.0
CCC(NC(=O)NCc1ccc2c(c1)OCO2)C12CC3CC(CC(C3)C1)C2 (stereo unspecified) | -17.2
CN(C(=O)c1ccc(=O)n(CCOc2ccccc2)n1)C1CCCc2ccccc21 (stereo unspecified) | -13.6
O=C(C1CCCCC1)N1CCC(Nc2nc(C3CC3)ns2)CC1 | -4.0
CNC(=O)CN(C)c1ccc(S(=O)(=O)N(C(C)C)C(C)C)cn1 | -33.0
O=C(NCc1cc(-c2cccnc2)no1)c1cnn(Cc2ccccc2)c1 | -4.3
O=C(NCc1cccnc1-n1ccnc1)c1cnc(CN2CCCC2)s1 | -10.9
Cc1cccnc1NC(=O)c1cc2c(s1)CCC(C)C2 (stereo unspecified) | 6.3
COc1ccc(C2CC(c3ccc(OC)c(OC)c3)=NN2S(C)(=O)=O)cc1 (stereo unspecified) | -6.4
Cc1cccc(C(=O)Nc2cc(-c3cccs3)nn2-c2nc(C)cc(=O)[nH]2)c1 | -2.8
Cc1ccc(Cl)cc1NC(=O)c1ccc(CSc2nncn2C)o1 | 1.4
CCC1(C)C(=O)NCCN1C(=O)Cc1c(C)nc(C)[nH]c1=O (stereo unspecified) | -12.9&-6.8
O=C1CC(c2ccccc2C(F)(F)F)c2ccc3ccccc3c2N1 (stereo unspecified) | -4.8
COc1ccc(-c2nc(C=CC(=O)N3CCCC4CCCCC43)cs2)cc1 (stereo unspecified) | -10.0
CNC(=O)c1cc(OC)ccc1NC(=O)c1cccc(C(=O)OC)c1 | 4.1
O=C(O)CNc1ccccc1C(=O)N1CCC(O)(c2ccc(F)cc2)CC1 | -18.4
COC(=O)C1=NOC2C(=O)N(c3ccc(Br)cc3)C(=O)C12 (stereo unspecified) | 8.5
O=C1CN(C(=O)c2c3c(nc4cc(Br)ccc24)CCCC3)CCN1 | -7.6
O=C(Nc1ccc(CNc2ncnc3cc(Cl)ccc23)cc1)C1CC1 | 4.9
Cc1cc([N+](=O)[O-])nn1CC(=O)N1CCN(Cc2ccccc2)CC1 | 1.3
CCn1c(CC2CCN(Cc3nccn3C)CC2)n[nH]c1=O | -7.6
COCc1c(C(=O)OCC(N)=O)sc2cccc(F)c12 | -6.2
COc1ccc(C2CCCN2C2=NCc3cnn(C(C)(C)C)c3N2)cc1 (stereo unspecified) | 7.2

# (listing goes on)
SMILES | mcGAS MS inh
Cc1cccc(-c2noc(CN(C)Cc3ccc(Oc4ncccn4)cc3)n2)c1 | -7.3
Cc1cc(C)n(-c2cccc(-c3nccn3C(C)c3ncnn3C)c2)n1 (stereo unspecified) | -19.7
COc1ccccc1CCNC(=O)C1CCN(c2cc3oc4ccccc4c3cc2OC)C1=O (stereo unspecified) | -11.8
CC(C)N(C)Cc1nnnn1CC(=O)N1CCN(C(=O)c2cccs2)CC1 | -6.4&-3.7
CC(=O)c1c(C(C)=O)c(C)n(CCCCn2c(C)c(C(C)=O)c(C(C)=O)c2C)c1C | 8.5
CCC(C)NC(=O)C1CSCN1S(=O)(=O)c1ccc(C)cc1C (stereo unspecified) | -6.0
COC(=O)c1ccccc1N(C)C(=O)C(C)N1C(=O)c2ccccc2S1(=O)=O (stereo unspecified) | -0.8
CCOC(=O)c1c(C)[nH]c(C(=O)COC(=O)Cn2c(C)csc2=O)c1C | -7.4
COc1cc2c(cc1C(=O)NCc1cccnc1N(C)C)CCC2 | -2.3
O=S(=O)(Nc1cccc2ccccc12)c1ccccc1Br | -4.8
O=C(NCCOc1cc(N2CCCC2)ncn1)NCc1ccccc1 | 2.3
Cc1cc(=O)n2nc(C)c(=O)n(N)c2n1 | -7.9
Cc1cc(C(=O)O)ccc1NS(=O)(=O)c1cccc(S(=O)(=O)N(C)C)c1 | 4.2
CCOc1ccc(C2CCCN2C(=O)COc2ccccc2C#N)cc1 (stereo unspecified) | -7.2
Cc1ccccc1C(C)NC(=O)CN1CCc2sccc2C1C (stereo unspecified) | 5.8
CCc1ccc(NC(=O)CN2CCc3cc(S(N)(=O)=O)ccc32)cc1 | 0.4
CCc1ccc(C2CCCCCN2C(=O)C2CC2c2cccnc2)o1 (stereo unspecified) | -15.3
CC(C)=CC(=O)N1CC[C@@H](c2sccc2C)[C@H](O)C1 | -7.0
Cc1ccc(NS(=O)(=O)c2ccc3c(c2)CCC(=O)N3)c(F)c1 | -10.8
CC(NCc1ccc(-n2ccnc2)cc1)c1ccccc1F (stereo unspecified) | -7.7
Clc1ccc(-c2noc(CN3CCSCC3)n2)cc1 | -5.7
CCCCCCSc1nnc2nc(C)cc(C)n12 | 8.7
Cc1cc(C(=O)COC(=O)C2CC3CCCC(C2)C3=O)c(C)n1C (stereo unspecified) | -3.0
CC(=O)C[N+]1=C(C)c2ccc(C)n2CC1 | -7.0
CC(OC(=O)CCS(=O)(=O)c1ccccc1Cl)C(N)=O (stereo unspecified) | -9.8
c1ccc(-c2[nH]cnc2-c2cccc(CN3CCOCC3)c2)cc1 | -9.1
Cc1noc(C)c1NC(=O)C(C)(C)Oc1cccc(Cl)c1 | -47.2&-4.1
CCCCOc1ccc(C(=O)Nc2c(C)nc3ccccn3c2=O)cc1 | 0.0
CC1(C2CC2)NC(=O)N(CC(=O)NCc2ccc(-c3ccc(Cl)cc3)o2)C1=O (stereo unspecified) | 5.7
CNC(=O)c1ccc(S(=O)(=O)NC(c2ccc3c(c2)OCCCO3)C(C)C)cc1 (stereo unspecified) | -1.3

# (more compounds)
SMILES | mcGAS MS inh
CCn1ccc(C(=O)N2CCc3c(nc(-c4ccccn4)nc3N(C)C)C2)n1 | -11.6
CC(=O)Nn1cnc2c(cnn2-c2cccc(Cl)c2)c1=O | -3.4
CC(C)NC(=O)C1(C)CCN1Cc1cccc(C#N)c1 (stereo unspecified) | -4.5
CCCCn1c(C)cn2c3c(=O)n(CCC(=O)OCC)c(=O)n(C)c3nc12 | -15.2
O=C(NCCCN1CCCC1=O)C(C1CCCC1)N1CCN(C(=O)CCc2ccccc2)CC1 (stereo unspecified) | -6.8
CCc1noc(C)c1C(=O)N1CCC(O)(CN(C)C)C1 (stereo unspecified) | -10.1
Cc1[nH]c(=O)[nH]c(=O)c1CN1CCC2(CCCN(CCC3CCCCC3)C2)C1 (stereo unspecified) | -7.2
COC12C=C(C)C(C(C)=C1)c1c(F)c(F)c(F)c(F)c12 | -4.1
Cc1cc(C)n(-c2cccc(CN3CCC(N)(C(=O)O)C3)c2)n1 (stereo unspecified) | -4.8
COCCN(Cc1nccs1)C(=O)CC1COCCN1 (stereo unspecified) | -12.5
O=C1NCCN(C(=O)Cc2ccc(Cl)cc2Cl)C1c1cccs1 (stereo unspecified) | -12.2
CCCN1C(c2ccccc2F)=NS(=O)(=O)c2cc(N)ccc21 | -1.9
CCCCCn1c(=S)[nH]c2sc3c(c2c1=O)CCC3 | 0.5
Clc1ccc(-c2noc(CN3CCCSc4ccccc43)n2)cc1 | -6.8
Cc1nonc1C(=O)NC1CCCc2nc(-c3ccccc3)ncc21 (stereo unspecified) | -8.6
CCc1cc(CN(C)Cc2c(CO)cnc(C)c2O)on1 | -3.4
COC(=O)c1cc(Cl)c(N2CCN(C(=O)c3ccoc3)CC2)nc1C | 0.4
CC1CCCC(C)N1C(=O)CN1C(=O)NC2(CCCCCC2)C1=O (stereo unspecified) | -6.5
CCOC(=O)C1(C/C=C/c2ccccc2)CCCNC1 (stereo unspecified) | -41.1
Cn1c(=N)n(CC(=O)c2cc(C(C)(C)C)c(O)c(C(C)(C)C)c2)c2ccccc21 | -5.8
Cc1cc(C)c(NC(=O)CN(c2cc(Cl)ccc2Cl)S(C)(=O)=O)c(C)c1 | -11.9
Cc1ccc(S(=O)(=O)N2CCC[C@H]2C(=O)NCCC23CC4CC(CC(C4)C2)C3)cc1 | 18.6
CCC(CC)(C(=O)N1CCCN(C(N)=O)CC1)c1ccc(Cl)cc1 | -4.1&0.5
CC1NC(=O)N(C)C2NC(=O)N(C)C(C)C12 (stereo unspecified) | -1.2
Cc1ccc(CNCc2cccnc2Oc2ccccc2C)s1 | -4.8
O=C1CN(c2ccccc2S(=O)(=O)C(F)(F)F)CCN1 | 8.0
Cc1nnc(NC(=O)Cc2ccc(C(F)(F)F)cc2)s1 | -5.3
COc1cccc(OC)c1CNC1COc2c(cccc2OC)C1 (stereo unspecified) | -12.6
CC(C)n1cnnc1CNC(=O)c1cc2ccccc2[nH]1 | -5.2
CN1CC2(CCCN(Cc3noc(-c4ccccc4)n3)CC2)OC1=O (stereo unspecified) | -10.0

# (listing goes on)
SMILES | mcGAS MS inh
CC(C)c1cc(CN2CCC(N3CCC(C(=O)NCc4ccccn4)CC3)CC2)[nH]n1 | -7.3&-1.9
CC(C)Cn1c(CN(C)Cc2ncc[nH]2)nc2ccccc21 | -12.4
CCN(CC)c1ncccc1CNC(=O)C1CCCN(C)C1 (stereo unspecified) | -7.3
NC(=O)c1ccccc1COC(=O)c1ccc(N2CCOC2=O)cc1 | -7.5
CCn1nc(C)c(NC(=O)CN2CCC(Oc3ncccn3)CC2)c1C | 0.9
CN(C)C(=O)C(NS(=O)(=O)NCc1ccccc1)c1ccccc1 (stereo unspecified) | -2.5
C[N+]1=C2C=CC=CC=C2OC12C([N+](=O)[O-])=CC([N+](=O)[O-])c1ccccc12 (stereo unspecified) | -17.6
Cc1cccc(-c2cnc(C(O)c3ccc(F)c(C)c3)[nH]2)c1 (stereo unspecified) | -7.1
Cc1cc(C)cc(CC(=O)N2CCC2(C)C(=O)NS(=O)(=O)c2ccc(C(C)(C)C)cc2)c1 (stereo unspecified) | -11.8
CCc1ccc2oc(-c3ccc(NC(=O)c4ccc([N+](=O)[O-])c(C)c4)cc3)nc2c1 | 52.7
C=C[n+]1ccn(-c2nc3ccccc3nc2NS(=O)(=O)c2ccc(C)cc2)c1 | -5.9
COc1ccc(-c2csc(C(C)(O)c3ccc(F)c(F)c3)n2)cn1 (stereo unspecified) | 7.2
COc1ccccc1N1CCN(c2ncccc2CNC(=O)c2ccoc2)CC1 | -5.1
CC1=NN(c2ncc(Cl)cc2Cl)C(=O)C1CCC#N (stereo unspecified) | 0.7
CC(C)(C)c1cnc(CNS(=O)(=O)Cc2cccc(C#N)c2)o1 | -1.2
COC(=O)C(C)Sc1nnc(-c2cccc(OC)c2)n1-c1ccc(OC)cc1 (stereo unspecified) | -3.0
CC=CCn1c(SCc2ccccc2Cl)nc2c1c(=O)[nH]c(=O)n2C | -1.3
O=C(NC1=NCCS1)c1cccnc1Nc1cccc(C(F)(F)F)c1 | -2.1
c1cn2ccnc2c(NCc2ccc3c(c2)CCO3)n1 | -4.0
O=C(CSC1=NCCS1)N(C1CCCCC1)C1CCS(=O)(=O)C1 (stereo unspecified) | -17.8
Cc1noc(C)c1CNC1CCN(C(=O)c2cccs2)CC1 | -15.3
Cc1ccc(NC(=O)C2(C)CCN2Cc2ccc3ccccc3c2)cc1O (stereo unspecified) | -14.9
COc1cc(C2CN(C(=O)CC(C)(C)C)CC2C(=O)NCC(C)C)cc(OC)c1OC (stereo unspecified) | -0.7
CN1c2ccccc2C(=O)N(Cc2ccco2)C1c1cccc(O)c1 (stereo unspecified) | -28.7
Cc1nc(-c2ccccc2)oc1C(=O)Nc1cc(Cl)ccc1F | 0.4
COc1ccc(Cl)cc1-n1ccc2c(cnc3nc(SC)nn32)c1=O | 2.8
CCCN(Cc1cccn1Cc1ccc(C(=O)NCCN2CCCCC2)o1)C(=O)c1ccccc1C | -5.9
Cc1cc(C)cc(C(O)C(F)(F)F)c1 (stereo unspecified) | 3.3
Cc1cc(C(=O)N(CCCN(C)C)c2nc3c(F)cc(F)cc3s2)on1 | -0.1
COc1cccc(-n2cc(C(C)NC(=O)Cc3cc(C)no3)cn2)c1 (stereo unspecified) | -4.2

# Brought forward from above: 4 compounds; new compounds follow.
SMILES | mcGAS MS inh
CCCN(Cc1cccn1Cc1ccc(C(=O)NCCN2CCCCC2)o1)C(=O)c1ccccc1C | -5.9
Cc1cc(C)cc(C(O)C(F)(F)F)c1 (stereo unspecified) | 3.3
Cc1cc(C(=O)N(CCCN(C)C)c2nc3c(F)cc(F)cc3s2)on1 | -0.1
COc1cccc(-n2cc(C(C)NC(=O)Cc3cc(C)no3)cn2)c1 (stereo unspecified) | -4.2
CC(SC1=C(C#N)C(C)(C)C(C#N)C(=O)N1)C(=O)N(C)c1ccccc1 (stereo unspecified) | -32.1
Cc1cc(-c2cccc(Cl)c2)ccc1NC(=O)CNC(N)=O | -3.3
NC(=O)CN1CCOc2cc(Br)c(Cl)cc21 | 30.7
Cc1nn(C)c(C)c1C(=O)N1CCC(=Cc2ccccc2)CC1 | 3.2
Cc1ccccc1-c1cnnc(NCCCOc2cccnc2)n1 | -1.9
COc1ccccc1C1=NN=C(N2CCOCC2)SC1 | 37.7
Cc1ccc(C)c(S(=O)(=O)N2CCN(C(=O)c3c(C)nn(-c4ccc(F)cc4)c3C)CC2)c1 | 3.3
O=C(Nc1cccc(-c2ccc(F)cc2)c1)C1CCCN(C(=O)c2cscn2)C1 (stereo unspecified) | -1.9
CNC(=O)[C@@H]1C[C@@H](N)CN1C(=O)c1cc(N2CCCCC2)ccc1Cl | -6.0
CC(C)OC(=O)c1ccc(NC2=NS(=O)(=O)c3ccccc32)cc1 | -5.6
Cc1cnc(NC(=O)c2cccc(OC(F)F)c2)s1 | -10.2
